# Compound activity deposited in PubChem BioAssay by several laboratories.
# HUVEC tox TNFa = cytotoxicity in TNFa-stimulated HUVEC, primary screen, cytotoxicity control for VCAM1 expression modulator project, imaging, Hoechst nuclei count; HUVEC TNFalpha-stimulated, Hoechst cell count; cell count reduction, % at 2 µM; 93,000 compounds, 0.17% hits; AID 848, 2007;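 active means cell count reduction exceeding the screen mean by over 5 SD, scaled to untreated wells per plate, cut at about 78% in these data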;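 further: cells counted after 24 h of TNF alpha exposure following the 1 h pretreatment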
# cytoskel mod = modifiers of F-actin cytoskeleton organization, primary screen, imaging, HUVEC, phalloidin staining, high-content imaging | HUVEC TNFa F-actin phalloidin imaging | inhibition, % at 2 µM | 91,000 compounds, 0.18% hits | AID 836, 2007;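 active means inhibition above the batch mean plus 3 SD and confirmed as a hit by visual image inspection, cut at about 30% in these data, passing the limit was not always enough; inconclusive means above the inhibition threshold but rejected on visual inspection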; further: strong numbers were not always called active
# PTPN22 act = LYP phosphatase activators, primary screen, biochemical, DiFMUP fluorescence, 2 µM; 96,000 compounds, 0.11% hits; activation, % at 2 µM; Tyrosine-protein phosphatase non-receptor type 22 (Homo sapiens), Q9Y2R2; recombinant LYP; 0 = plate median, 100 = signal doubled;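 active means activation at 2 µM above a set limit, the mean plus 5 SD, cut at about 37% in these data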
# PTK2B oligo ant = antagonists of Pyk2 self-association, primary screen, Q293 cells, FERM NanoBiT luminescence, HTS; active compounds read low; z-score (the deposit names both 25 µM and 10 µM); 99,000 compounds, 0.83% hits; Protein-tyrosine kinase 2-beta (Homo sapiens), Q14289;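 active means Z-score of -3 or lower, scaled per plate to the spread of control and sample wells; inactive means z-score above -3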;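 further: negative z-score means lost luminescence so less FERM oligomerization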
# Target sequence (Q14289 whole entry, looked up): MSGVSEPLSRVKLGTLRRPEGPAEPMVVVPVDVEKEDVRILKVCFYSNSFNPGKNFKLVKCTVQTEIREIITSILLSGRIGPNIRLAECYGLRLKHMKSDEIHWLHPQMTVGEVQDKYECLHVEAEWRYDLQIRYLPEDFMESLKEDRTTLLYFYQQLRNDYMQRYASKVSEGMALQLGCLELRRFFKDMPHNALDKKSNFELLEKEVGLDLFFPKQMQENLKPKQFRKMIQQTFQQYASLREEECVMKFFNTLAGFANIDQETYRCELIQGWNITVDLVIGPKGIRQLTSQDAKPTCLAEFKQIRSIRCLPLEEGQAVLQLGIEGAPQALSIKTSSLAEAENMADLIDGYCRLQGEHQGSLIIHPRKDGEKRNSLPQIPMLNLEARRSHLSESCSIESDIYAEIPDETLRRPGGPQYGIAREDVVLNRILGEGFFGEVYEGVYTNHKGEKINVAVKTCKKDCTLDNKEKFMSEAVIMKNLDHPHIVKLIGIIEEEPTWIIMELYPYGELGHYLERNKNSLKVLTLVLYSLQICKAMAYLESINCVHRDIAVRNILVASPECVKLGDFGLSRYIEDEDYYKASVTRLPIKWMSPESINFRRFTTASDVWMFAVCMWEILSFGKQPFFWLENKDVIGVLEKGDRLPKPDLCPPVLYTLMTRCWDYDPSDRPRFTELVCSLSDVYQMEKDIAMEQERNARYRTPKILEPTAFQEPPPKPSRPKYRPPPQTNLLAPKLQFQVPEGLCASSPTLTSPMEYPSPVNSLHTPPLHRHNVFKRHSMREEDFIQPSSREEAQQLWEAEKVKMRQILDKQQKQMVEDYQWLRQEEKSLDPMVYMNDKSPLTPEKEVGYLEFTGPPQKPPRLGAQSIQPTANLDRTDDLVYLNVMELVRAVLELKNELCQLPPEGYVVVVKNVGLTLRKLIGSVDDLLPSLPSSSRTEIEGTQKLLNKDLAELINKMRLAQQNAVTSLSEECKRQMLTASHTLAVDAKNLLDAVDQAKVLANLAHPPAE
# PTPN22 inh 2 = PTPN22 phosphatase inhibitors, primary screen, biochemical, DiFMUP fluorescence, 2 µM; Tyrosine-protein phosphatase non-receptor type 22 (Homo sapiens), Q9Y2R2; recombinant LYP catalytic domain; inhibition, % at 2 µM; 96,000 compounds, 0.21% hits;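 active means inhibition at 2 µM at or above a set limit, the screen mean plus 3 SD, cut at about 24% in these data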;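 further: 0% = DMSO with enzyme and 100% = enzyme fully blocked by orthovanadate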
# IL1B cytotox = cytotoxicity in IL-1B stimulated HUVEC, primary screen, cytotoxicity control for IL-1B NFkB translocation project, imaging, Hoechst nuclear count, IL-1B stimulus. HUVEC cell count loss. cell count reduction, % at 2 µM. 94,000 compounds, 0.41% hits. AID 845, 2007;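 active means cell count reduction more than 3 SD above the screen-wide mean, cut at about 70% in these data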;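 further: normalized per plate to untreated control cells as the no-loss baseline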
# VCAM1 TNFa inh = inhibitors of TNFa-induced VCAM1 expression, primary screen, imaging, HUVEC, TNFa stimulus, immunofluorescence | inhibition, % at 2 µM | 95,000 compounds, 0.48% hits | HUVEC TNFa-induced VCAM-1 immunofluorescence, high-content imaging;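 active means inhibition above the batch mean plus 3 SD, with images confirmed as a hit by eye, cut at about 37% in these data; inconclusive means inhibition above that limit but hit not confirmed in images; inactive means inhibition not above that limit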;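 further: 0% = TNF-stimulated DMSO wells and 100% = unstimulated control wells; not every result past the cut was called active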
# ERa coact inh = ERα–SRC-1 coactivator interaction inhibitors, primary screen, biochemical, TR-FRET, ERα LBD, estradiol-bound. inhibition, % at 25.6 µM. Estrogen receptor (Homo sapiens), P03372. 86,000 compounds, 1.7% hits. TR-FRET ER-alpha LBD / SRC-1 peptide; in the data active means inhibition above about 50%;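 further: 0% = receptor plus peptide control and 100% = peptide only without receptor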
# FAK blocker = FAK kinase inhibitors, primary screen, biochemical; Focal adhesion kinase 1 (Homo sapiens), Q05397; biochemical FAK kinase activity assay; inhibition, %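 (tested at 7 µM)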; 97,000 compounds, 0.84% hits; AID 727, 2007; in the data active means inhibition above about 19%;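 further: 0% = DMSO and 100% = reference compound high control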
# * hit, by the source's call; ? = inconclusive; · = no result given; [ ] = dose if it differs, or a comment.
SMILES,HUVEC tox TNFa,cytoskel mod,PTPN22 act,PTK2B oligo ant,PTPN22 inh 2,IL1B cytotox,VCAM1 TNFa inh,ERa coact inh,FAK blocker
Nc1nc(C2CC(=O)OC23CCCCC3)cs1 (configuration not stated),-8,-10,17,0.5,-19,-4,-6,-6,0
CCCC(C)NC(=O)c1ccc(C2SCC(=O)N2Cc2ccco2)cc1 (configuration not stated),12,-4,-2,0.64,4,4,4,-2,0
CCCCC(=O)c1ccc(O)cc1O,-14,5,3,0.21,-11,-8,2,-1,4
Cc1ccc(S(=O)(=O)N2CCN(C(=O)C3COc4ccccc4O3)CC2)cc1C (configuration not stated),-10,9,-1,0.8,-2,-11,6,-2,0
COc1ccc(CSc2nc3ccccc3[nH]2)cc1,20,12,6,1.1,-3,-10,?,·,-7
CCOc1ccc(C2CC(=O)NC3=C2C(=O)CCC3)cc1Cl (configuration not stated),9,-18,0,0.83,-3,8,3,-4,-3
Cc1cccc(C)c1NC(=O)N1CC=C(n2c(=O)[nH]c3ccccc32)CC1,-5,45,-4,0.61,3,-2,-2,-2[fluorescence artefact?],-1
COC(=O)C1=C(N)c2ccccc2C1(C#N)c1ccccc1 (configuration not stated),-4,-2,2,-2.7,-2,·,0,2,3
COc1ccc(CCN2C(=NC(=O)CC(C)C)SC3CS(=O)(=O)CC32)cc1 (configuration not stated),-12,-3,5,-0.37,-1,-6,10,-1,0
COc1ccc(F)cc1S(=O)(=O)Nc1ccc(C)cc1,2,5,8,0.8,-9,-23,8,2,-1
O=C(N1CCOCC1)N1CCCC(c2nc(-c3cccs3)no2)C1 (configuration not stated),-5,-26,10,0.25,-12,-32,16,-7,-4
CCOc1ccc(CNC(=O)C2CC(=O)N(C3CCCC3)C2)cc1OC (configuration not stated),-34,1,11,0.45,-12,-20,-10,-3,-2
CCN(CC(=O)Nc1ccc(S(N)(=O)=O)cc1)S(=O)(=O)c1cc(C)ccc1OC,·,6,-2,1,3,-58,-10,-19,-2
O=C(O)CN=C1NC2(CCCCC2)Cc2ccccc21,-32,25,1,0.17,0,28,4,-9,-2
CNc1ncc(C(=O)C(C)(C)C)s1,3,1,-1,1.1,4,1,0,4,0
N#Cc1cc2ccc(N3CCOCC3)cc2cc1C#N,-22,8,-8,-2,11,-26,-7,2[fluorescence artefact?],23*
O=C(c1ccncc1)c1ccc(Br)cc1,-11,7,7,1.4,-11,-64,8,0,1
CS(=O)(=O)N(CC(=O)NCc1ccco1)c1cc(C(F)(F)F)ccc1Cl,22,-3,-5,-0.21,1,3,-12,-6,-4
N#Cc1c2n(c3c(-c4ccccc4)ncnc13)CCC2,38,-54,-2,1.1,1,25,20,-42,2
CC(=O)c1cccc(N=C2NC(=O)C(CO)(CO)S2)c1,-18,4,-5,0.88,6,-19,14,-18,-3
CCn1ncc(Cl)c1C(=O)Nc1ccncc1,-21,7,0,0.35,0,27,-1,-11,3
C=CCSC1=C(C#N)C(c2ccccc2C)CC(=O)N1 (configuration not stated),-6,3,7,0.11,-9,-5,12,12,-4
CCC(NS(=O)(=O)c1ccc(C)cc1)C(=O)O (configuration not stated),-28,14,-7,-0.13,5,4,12,·,0
COc1ccc(-n2nnc3c(=O)n(CC(=O)N4CCC(C)CC4)cnc32)cc1,-9,3,1,·,-2,-33,14,·,-3
FC(F)(F)c1ccc(-n2ccnc2)nc1,-5,16,-5,-0.03,8,1,7,3[fluorescence artefact?],3
O=C(Nc1ccc(Cl)cc1)NC1(C(=O)NCCCN2CCOCC2)CCCCC1,-60,-1,-4,1.1,2,-33,10,-20,1
CC(C)NC(=O)Cn1cc(C#N)c2cc(Br)ccc21,-19,8,-4,-0.03,0,39,-8,12,1
S=c1[nH]c2ccc(Cl)cc2[nH]1,-15,7,0,-0.35,-3,-22,22,-6,1
Cc1csc(/C(C#N)=N/O)n1,-10,-22,4,0.85,-5,14,3,-5,1
CCCCN(C(=O)NC(=O)Nc1cc(C)ccc1C)S(C)(=O)=O,-5,-6,-2,0.36,-1,3,0,0[fluorescence artefact?],12
Cc1cc(C)c(C(=O)CSc2nnc(-c3ccccc3Br)o2)cc1C,-2,1,7,0.37,-5,-14,14,4[fluorescence artefact?],-1
CCC1=Nc2ccccc2-c2nnc(SC)nc2O1,-7,-16,3,-0.04,-6,-5,-5,22,-1
COc1ccccc1-c1nnc(NC(=O)c2ccc(S(=O)(=O)N(C)Cc3ccccc3)cc2)o1,-15,24,7,·,-9,-2,9,0,-5
O=C(Nc1ccc(F)cc1)N(Cc1nnc2n1CCCCC2)c1ccccc1,2,-10,-10,0.47,8,-23,-5,-4,-1
O=C(CCSc1nc(-c2ccco2)cc(C(F)(F)F)n1)NCc1cccs1,-15,22,-9,0.17,9,-40,0,-14,2
CCCCNc1nc2c(c(=O)n(C)c(=O)n2C)n1Cc1cccc(OC)c1,12,-25,2,-1.5,-3,-3,5,-14,6
O=C(NCc1ccccc1)c1nc2c(nnn2Cc2cccc(Cl)c2)c(=O)[nH]1,-16,14,-7,-0.73,4,18,12,-20,-1
FC(F)(F)C(F)(F)C(F)(F)c1nnc2ccc(N3CCOCC3)nn12,39,-15,12,0.48,-9,10,22,·,2
O=C(Nc1ccc(S(=O)(=O)Nc2ccccc2)cc1)C1COc2ccccc2O1 (configuration not stated),4,-15,18,0.02,-21,-13,9,-20,1
CCOc1cc(C(C#N)N2CCOCC2)ccc1OC (configuration not stated),12,-7,-15,-0.15,15,52,-8,-9,0
Cc1nn(-c2ccc(C(=O)O)cc2)c(C)c1Oc1ccccc1O,-8,-20,-3,-0.4,2,14,4,·,-1
CCn1c(SCC(=O)N(Cc2ccccc2)C2CCS(=O)(=O)C2)nc2ccccc2c1=O (configuration not stated),-17,6,-9,0.11,7,-8,-6,-7,7
COc1ccc(CN(C(=O)c2cc3ccccc3oc2=O)C2CCCC2)cc1,-1,-9,14,-2.2,-14,-14,16,-27,2
Cc1cc(=S)[nH]c2ccccc12,-16,28,-10,0.24,9,-17,4,0,3
O=C(N/N=C/c1ccc(Br)s1)c1ccccc1[N+](=O)[O-],7,-11,-5,-2.4,7,-2,-12,·,0

# Complete entries, quoted from the list. Order of values: HUVEC tox TNFa | cytoskel mod | PTPN22 act | PTK2B oligo ant | PTPN22 inh 2 | IL1B cytotox | VCAM1 TNFa inh | ERa coact inh | FAK blocker
# O=C(Nc1ccc(S(=O)(=O)Nc2ccccc2)cc1)C1COc2ccccc2O1 (configuration not stated) reads 4 | -15 | 18 | 0.02 | -21 | -13 | 9 | -20 | 1
# CCC1=Nc2ccccc2-c2nnc(SC)nc2O1 reads -7 | -16 | 3 | -0.04 | -6 | -5 | -5 | 22 | -1
# Cc1nn(-c2ccc(C(=O)O)cc2)c(C)c1Oc1ccccc1O reads -8 | -20 | -3 | -0.4 | 2 | 14 | 4 | · | -1

# Further records
SMILES,HUVEC tox TNFa,cytoskel mod,PTPN22 act,PTK2B oligo ant,PTPN22 inh 2,IL1B cytotox,VCAM1 TNFa inh,ERa coact inh,FAK blocker
Cc1ccc(Sc2cnc3ccccc3n2)cc1,0,-3,-4,-0.67,5,5,1,0,-2
O=S(=O)(N/N=C\c1ccc(-c2ccccc2Cl)o1)c1ccccc1,-34,15,4,-1.2,-3,-21,6,1[fluorescence artefact?],-4
O=C(O)c1ccc(Cl)c(S(=O)(=O)NCc2ccco2)c1,-52,14,5,0.37,-5,-14,-9,-2,0
CCN(CC)S(=O)(=O)c1cc(C(=O)Nc2ccncc2)ccc1Cl,-23,1,6,-0.33,-7,33,7,6,1
O=C(CSc1nnc(-c2ccc(F)cc2)o1)N1CCN(C(=O)c2ccco2)CC1,42,-15,4,-0.02,-4,-5,12,0,2
Cc1c(NC(=O)C(C)Sc2nnc(-c3ccccc3)o2)c(=O)n(-c2ccccc2)n1C (configuration not stated),-2,-1,-4,0.06,5,26,5,-6,5
Cc1cccc(OCC(=O)N(Cc2cccs2)C2CCS(=O)(=O)C2)c1C (configuration not stated),·,·,-7,0.22,5,-23,·,2,-2
Cc1ccc(S(=O)(=O)N=S(CC2CC2(Cl)Cl)CC2CC2(Cl)Cl)cc1 (configuration not stated),11,1,-1,-0.57,3,4,-16,-4[fluorescence artefact?],-2
COc1ccc(C(=O)Nc2ccccc2C(=O)N/N=C/c2ccccc2OC)cc1,1,-28,-7,-0.91,9,-60,18,·,-6
Cc1ccc2c(c1)nnn2C1CCN(C(=O)NC23CC4CC(CC(C4)C2)C3)CC1,-12,10,10,·,-7,-19,11,-11,-1
O=C(O)c1cc(S(=O)(=O)N2CCCC2)ccc1Br,0,-8,5,0.05,-9,-6,-9,0,0
O=C(CCCn1c(=S)[nH]c2cc3c(cc2c1=O)OCO3)N1CCN(c2ccc(Cl)cc2)CC1,-36,-15,-18,-0.85,16,14,-8,66*,9
CCN(C(=O)CCN1C(=O)c2ccccc2C1=O)C1CCCCC1,-20,24,0,0.75,-3,3,0,-6,-1
OCCCc1nc2ccccc2n1CCOc1ccccc1,-22,24,4,-0.06,-4,-25,-16,3,2
O=C(Nc1ccccc1)c1nnsc1S(=O)(=O)c1ccc(Cl)cc1,22,19,-1,0.06,4,2,59*,·,0
Cc1csc(SCCn2c(N3CCOCC3)nc3c2c(=O)[nH]c(=O)n3C)n1,37,0,5,·,-7,13,13,3,7
CSc1cccc(NC(=O)CN(C)S(=O)(=O)c2ccccc2)c1,-11,0,-6,-0.54,5,-14,-7,-4,1
O=[N+]([O-])c1ccc(Sc2cccc3cccnc23)c([N+](=O)[O-])c1,-14,4,4,-1.9,-2,7,4,-6,2
CCCc1cc(=O)[nH]c(SCC(=O)N2CCN(c3ccc(F)cc3)CC2)n1,-8,-8,-4,-0.12,0,-28,-17,-34[fluorescence artefact?],-2
O=C(CN1CCOCC1)NC1C2CC3CC(C2)CC1C3 (configuration not stated),·,-2,1,1.9,0,10,18,-8,1
COC(=O)C1=C(COc2ccc(F)cc2)NC(=O)NC1c1ccc(C)cc1C (configuration not stated),11,25,-1,-2.4,4,-24,9,·,-1
COc1ccc(-c2cc(N)n(S(=O)(=O)c3ccc(C)cc3)n2)c(OC)c1,-14,10,-5,·,4,4,5,1,5
CC(=O)Nc1ccccc1NC(=O)CN(C)S(=O)(=O)c1ccc(C)cc1,5,10,-4,-0.37,3,-16,6,13,0
COc1ccc2cc(CN(Cc3cccs3)Cc3nnnn3Cc3ccccc3)c(=O)[nH]c2c1,-22,14,-4,-1.3,4,-2,0,7[fluorescence artefact?],-1
COC(=O)C(NS(=O)(=O)c1ccc(NC(C)=O)cc1)C(C)C (configuration not stated),-23,43,-3,-0.11,3,5,6,-5,0
CCN(CC)CC(=O)NC12CC3CC(CC(C3)C1)C2,-10,2,5,0.96,-5,3,4,-13,-1
CC1=N/C(=C/c2ccc([N+](=O)[O-])cc2)C(=O)N1c1ccc(Cl)cc1Cl,0,3,-4,0.61,3,-24,5,-10,0
COc1cc(OC)cc(C(=O)NC2CCN(C(=O)N3c4ccccc4Sc4ccccc43)CC2)c1,10,-20,2,-1.4,2,19,-18,·,7
